Screens: PubChem, National Center for Advancing Translational Sciences (NCATS)
Tb PYK inh – qHTS of Trypanosoma Brucei Inhibitors | Potency, µM (titrated, usually from 76.8 µM), inactives show at the top dose activity, negative = inhibition, hits mostly inhibitors | AID 624173, 2012 | hit rate 0.12% among 410,000 | TbPYK enzyme, Kinase-Glo Plus ATP luminescence, 45 min | pyruvate kinase (Trypanosoma brucei), Q57TT1; also: potency is read from the fitted curve at half-maximal effect; % is scaled to controls: 0 for no effect and ±100 for the full control effect; nearly all actives have a fitted effect of over 50% in size
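T. brucei PYK with substrate was exposed to pin-transferred compounds across a concentration series, then started with 130 uM ADP (final). After 45 min at room temperature, Kinase-Glo Plus luminescence was read, normalized and curve-fitted.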
Pf growth 48h – Primary qHTS for delayed death inhibitors of the malarial parasite plastid, 48 hour incubation; AID 504832, 2011; P. falciparum luciferase growth in erythrocytes, 48 h; hit rate 5.9% among 310,000; Potency, µM (doses to about 28.7 µM), for inactives: top-dose activity change, negative = inhibition, hits mostly inhibitors; also: potency is read from the fitted curve at half-maximal effect; % is scaled to controls: 0 for no effect and ±100 for the full control effect
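Luciferase-expressing P. falciparum in infected erythrocytes (2% hematocrit, 0.1% parasitemia final) in RPMI 1640/0.5% Albumax were exposed to compound for 48 hours at 37 C, 5% CO2; growth read as luminescence.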
Cycloheximide cs – Cycloheximide Counterscreen for Small Molecule Inhibitors of Shiga Toxin. hit rate 12% among 300,000. AID 2314, 2010. max response, %. cell reporter, cycloheximide protein synthesis inhibition counterscreen; in the data active = max response mostly above about 13%, no sharp cut-off; inactive = mostly below about 14%; also: read at 38.3 µM for the half of the compounds with a filed dose; 0% is about no effect
Shiga toxin inh – A qHTS for Small Molecule Inhibitors of Shiga Toxin | hit rate 9.2% among 290,000 | inhibition, % at 38.7 µM | Vero cells, Shiga toxin protein synthesis inhibition reporter; in the data active = inhibition mostly above about 28%, no sharp cut-off; inactive = mostly below about 43%; also: 0% is about no effect
LmPK inhibitor – qHTS Assay for Inhibitors of Leishmania Mexicana Pyruvate Kinase (LmPK); Q27686; purified LmPK, Kinase-Glo ATP luminescence, 1 h; Potency, µM (titrated, usually from 57.5 µM), for inactives: at the top dose activity change, negative = inhibition, hits mostly inhibitors; hit rate 0.37% among 290,000; AID 1721, 2009; also: potency is read from the fitted curve at half-maximal effect; % is scaled to controls: 0 for no effect and ±100 for the full control effect
Target sequence (Q27686 whole entry, looked up): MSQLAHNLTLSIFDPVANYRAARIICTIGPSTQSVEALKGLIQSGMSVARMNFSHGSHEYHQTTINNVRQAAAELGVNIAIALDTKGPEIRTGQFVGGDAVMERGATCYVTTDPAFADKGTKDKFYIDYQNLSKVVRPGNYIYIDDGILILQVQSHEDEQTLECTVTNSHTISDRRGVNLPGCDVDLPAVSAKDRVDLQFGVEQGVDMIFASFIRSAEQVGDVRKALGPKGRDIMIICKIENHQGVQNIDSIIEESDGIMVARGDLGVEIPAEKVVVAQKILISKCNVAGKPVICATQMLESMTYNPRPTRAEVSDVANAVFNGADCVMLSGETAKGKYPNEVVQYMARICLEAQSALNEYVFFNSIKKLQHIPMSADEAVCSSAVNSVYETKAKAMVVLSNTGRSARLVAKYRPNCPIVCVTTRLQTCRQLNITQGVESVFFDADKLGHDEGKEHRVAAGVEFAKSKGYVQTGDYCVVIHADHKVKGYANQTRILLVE
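Screened at intermediate enzyme activity to detect both inhibitors and activators: LmPK at 0.1 nM, with a 0.5 nM enzyme column as activation reference. PEP 0.5 mM, ADP 0.1 mM; ATP detected by luminescence after 1 h.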
Pf growth 96h – Primary qHTS for delayed death inhibitors of the malarial parasite plastid, 96 hour incubation; Potency, µM (highest dose often 28.7 µM), without a hit: at the top dose activity change, negative = inhibition, most hits filed as inhibitors; hit rate 6.9% among 320,000; P. falciparum luciferase reporter growth, 96 h; also: potency is read from the fitted curve at half-maximal effect; % is scaled to controls: 0 for no effect and ±100 for the full control effect
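Plates of compound plus infected erythrocytes (2% hematocrit, 0.05% parasitemia final) incubate 96 hours, 37 C, 5% CO2. Detection reagent added; reduced luminescence from the parasites' luciferase reporter flags inhibition.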
HCV inh – qHTS Assay for Inhibitors of Hepatitis C Virus (HCV); Huh7.5.1 HCVcc-Cre infection, luciferase reporter, 44 h; Potency, µM (highest dose often 41.8 µM), inactives show top-dose activity change, negative = inhibition, usual class: inhibitors; hit rate 3.4% among 340,000; AID 651820, 2012; also: potency is read from the fitted curve at half-maximal effect; % is scaled to controls: 0 for no effect and ±100 for the full control effect
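Seed cells (1,000/well) for 4 h; treat with compound and infect with HCVcc-Cre, moi about 0.5. Incubate 44 h, then detect luciferase activity.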
* = called active by the depositor; ? = inconclusive; . = not tested or not shown; + = active, no number; [ ] = dose if it differs, or a comment. Unless noted, calls follow the shape of the dose curve; as a rule, active = well fitted curve in the direction sought with a large enough effect; inconclusive = small, poorly fitted or top-dose-only effect, or another doubt; inactive = no such curve, though single readings can be large; an effect the other way counts as inactive or inconclusive. Rows are unselected (roughly 24% active in at least one column).

molecule	Tb PYK inh	Pf growth 48h	Cycloheximide cs	Shiga toxin inh	LmPK inhibitor	Pf growth 96h	HCV inh
Cc1ccccc1NC(=O)CN1C(=O)NC2(CCCCCCC2)C1=O	0%	3%	.	.	.	57%[activator]	24%
CC1CCCC(C)N1CCCNC(=O)c1ccc2nc(N3CCCCC3)sc2c1 (configuration not stated)	-3%	?	18*	59*	-6%	?	-22%
CCNc1ccc([N+](=O)[O-])cc1	-4%	59%[activator]	0	10	0%	39%[activator]	1%
COc1ccc(NC(=O)COC(=O)COc2ccc(Br)cc2)cc1	1%	43%[activator]	-1	1	11%	33%[activator]	20%
Fc1cccc(CSc2ccc(-c3ccco3)nn2)c1	-24%	185%[activator]	67*	79*	-9%	129%	-22%
CCOC(=O)c1[nH]c(=O)[nH]c1CNc1ccccc1C#N	0%	21%	-2	.	3%	-22%	-13%
COc1ccc(NC(=O)NC2CCN(C(C)C)CC2)c(OC)c1	1%	.	-4	-5	0%	4%	3%
O=C(Nc1ccc(OC(F)F)c(Cl)c1)[C@@H]1CCCN1C(=O)c1cccs1	1%	?	-1	-2	-1%	4.1µM*	-4%
O=C(CCC(=O)c1ccccc1)Nc1ccc(C(=O)O)cc1	2%	6%	-1	8	-3%	-25%	13%
Cc1ccccc1N(CC(=O)NCc1ccco1)C(=O)CCC(=O)Nc1nccs1	-1%	-19%	-4	24	3%	?	3%
O=C(N/N=C/c1cccnc1)c1ccc([N+](=O)[O-])cc1	-4%	-3%	-2	19	-5%	?	16%
COc1cccc(C(=O)OCn2nnc3ccccc3c2=O)c1OC	2%	6%	-3	-4	2%	3%	-12%

molecule	Tb PYK inh	Pf growth 48h	Cycloheximide cs	Shiga toxin inh	LmPK inhibitor	Pf growth 96h	HCV inh
Cc1cccc(C(CC(=O)NCCc2ccccc2)c2ccccc2)c1O (configuration not stated)	3%	?	1	-2	2%	49%[activator][5.75 µM]	?
COc1ccc(/C=N/NS(C)(=O)=O)c(OC)c1	-13%	24%	-1	9	4%	14%	9%
Cc1ccc(C)c(NC(=O)CN(C)C(=O)CSCc2c(C)noc2C)c1	-7%	5%	.	.	.	8%	?
COc1ccccc1N1CCN(C(=O)c2cccc(N3C(=O)C4C5C=CC(C5)C4C3=O)c2)CC1 (configuration not stated)	3%	?	-4	-6	-3%	9%	-15%
COc1ccc(NC(=O)CSc2nc(=O)n(CCN3CCOCC3)c3c2CCC3)cc1	7%	-16%	.	.	.	-7%	?
COc1ccc(NC(=O)Cn2c(=O)cnc3ccccc32)cc1S(=O)(=O)N1CCCCC1	-13%	?	.	.	.	-4%	?
CCn1c(-c2nn(-c3ccc(C)cc3)ccc2=O)n[nH]c1=S	?	-9%[5.75 µM]	2	-1	6%	29%	9%
CCn1c(O)c(C=NCCN2CCOCC2)sc1=S	-4%	2%	-2	-4	1%	.	2%
COc1cccc(NC(=O)Nc2nccc(C)n2)c1	5%	82%[activator]	38*	72*	-22%	12%	3%
O=CN/N=C/c1c(O)ccc2ccccc12	-2%	?	1	8	-7%	?	?
COc1cc2c3nnc(-c4ccc(F)cc4)c-3cn(Cc3ccc(F)cc3)c2cc1OC	-2%	.	11	22	2%	?	-20%
Cc1cc(C)c(S(=O)(=O)c2ccccc2)c(N(C)C)n1	-14%	?	-5	-12	-2%	?	-7%

molecule	Tb PYK inh	Pf growth 48h	Cycloheximide cs	Shiga toxin inh	LmPK inhibitor	Pf growth 96h	HCV inh
CCCn1c(N)c(C(=O)CSc2nnc(C3CC3)n2-c2ccccc2)c(=O)[nH]c1=O	-8%	?	.	.	.	10µM*	?
COc1ccc2nc(SC)cc(C)c2c1	-5%	13%	7	13	5%	38%[activator]	-25%
Cc1nc2nc(-c3cccs3)cn2nc1C	-14%	186%[activator]	31*	54	28µM*	169%[activator]	8%
Cc1cccn2c(CNCC3OCCc4ccccc43)c(C(=O)N3CCCCC3)nc12 (configuration not stated)	3%	?	-1	-17	-6%	?	9%
O=C(Cc1c(O)c2ccccc2[nH]c1=O)OC1CCCCC1	6%	-9%	-3	3	3%	169%[activator]	0%
CC(=O)Nc1nc(COc2ccccc2)cs1	0%	173%[activator]	44*	64*	2%	?	16%
O=c1cc[nH]c2cccc(Cc3ccccc3)c12	2%	?	2	-6	0%	25%	-14%
COc1ccc(NC(=O)CSCc2cc(=O)n3c(C)csc3n2)cc1	3%	32%[activator]	1	6	0%	-6%	7%
COC(=O)c1c(NC(=O)CC2Nc3cc(C)c(C)cc3NC2=O)sc(C)c1C (configuration not stated)	11%	22%	18	3	3%	?	27%
O=C(O)COc1nn(Cc2ccccc2)c2ccccc12	0%	1%	.	.	.	?	.
CCOc1ccccc1NS(=O)(=O)c1c(C)noc1C	-2%	-11%	8	57	0%	-15%	15%
CCCCn1c(=S)[nH]c2ncccc2c1=O	-6%	16%	5	-11	1%	12%	-14%

molecule	Tb PYK inh	Pf growth 48h	Cycloheximide cs	Shiga toxin inh	LmPK inhibitor	Pf growth 96h	HCV inh
Cc1nc2c(-c3ccc(F)cc3)cnn2c(N)c1-c1ccc(F)cc1	8%	-77%	61*	93*	7%	?	?
CC(=O)c1ccc(Nc2c([N+](=O)[O-])ccc3nonc23)cc1	4%	-4%	2	-13	0%	-28%	9%
O=C(c1cccc([N+](=O)[O-])c1)N1CCN(Cc2ccccc2)CC1	-2%	.	-7	0	-1%	-4%	-4%
O=C(COC(=O)c1c[nH]c2ccccc12)NC1CCCC1	0%	13%	.	.	.	11%	6%
COc1ccc(S(=O)(=O)NC(C)C(=O)NCCN2CCOCC2)cc1Cl (configuration not stated)	-2%	28%	-8	-2	-1%	70%[activator]	11%
COc1ccccc1C(=O)NC(=O)COC(=O)c1ccco1	-10%	0%	.	.	.	54%[activator]	0%
CC1(C)CC(=O)C2=C(C1)N(c1cccnc1)C(N)=C(C#N)C2c1cccs1 (configuration not stated)	4%	-25%	2	11	3%	?	18%
COc1ccc(CCNC(=O)C2CCN(C(=O)NC3CCCCC3)CC2)cc1	-10%	-1%	-3	2	-4%	93%[activator]	8%
O=C(NCc1ccc(OC(F)(F)F)cc1)C12CN(Cc3ccccc3)CC1C(c1cccc([N+](=O)[O-])c1)=NO2 (configuration not stated)	0%	?	6	-4	1%	0%	?
Cn1cc(S(=O)(=O)c2ccccc2)c(=O)c2cc(Cl)ccc21	-16%	5%	-9	-3	-8%	14%	-12%
O=C(NCc1ccc(S(=O)(=O)NC2CCCCC2)s1)c1ccccc1	9%	15%	2	7	-1%	?	-15%
CCc1c(C)nc2nc(NC(C)=O)[nH]n2c1=O	-5%	24%	-2	-7	4%	.	17%

molecule	Tb PYK inh	Pf growth 48h	Cycloheximide cs	Shiga toxin inh	LmPK inhibitor	Pf growth 96h	HCV inh
CC(C)(C)n1nnnc1CN(Cc1cccnc1)Cc1ccccc1Cl	2%	15µM*	-2	-21	-3%	.	8%
CC(C)CNC(=O)c1cc(-c2ccc(Br)cc2)on1	3%	232%[activator]	36*	53*	0%	?	-1%
Cc1cc(NC(=O)CCC(=O)N(CCC(C)C)C(C(=O)NCC2CCCO2)c2ccccc2C)no1 (configuration not stated)	2%	?	-3	-3	-3%	2%	4%
Cc1cccc(CN2C(=O)N/C(=C/c3ccc(C)s3)C2=O)c1	?	.	23*	47	7%	3.3µM*	?
O=C(c1ccco1)N1N=C(c2ccccc2)CC1c1ccc2nccnc2c1 (configuration not stated)	-17%	?	16*	31	0%	7.4µM*	?
Cc1ccc(S(=O)(=O)N2CCN(CC(=O)Nc3ccccc3C(=O)NC3CC3)CC2)cc1	4%	?	.	.	.	-18%	?
COC(=O)c1cc(OC)c(OC)cc1NCC(=O)Nc1cccc(C(F)(F)F)c1	-1%	-5%	-3	1	4%	?	?
COc1ccc(C(=O)NCCNc2ncc(C(F)(F)F)cc2Cl)cc1[N+](=O)[O-]	-7%	?	-4	-11	-3%	?	?
CC1CCCCN1CCNC(=O)c1ccc2c(c1)N(Cc1cccc(Cl)c1)C(=O)c1ccccc1S2=O (configuration not stated)	-3%	2.9µM*	-4	-9	6%	2%	?
Cn1c(CNC(=O)c2ccccc2)nnc1SCC(=O)N1CCN(c2ccccc2)CC1	2%	0%	1	-1	-4%	-12%	-3%
CC(C)(C)OC(=O)N1CCNc2ccccc2C1	-1%	56%[activator]	12*	+	-1%	?	-1%
Cc1ccc(-c2nnn(C(C)C(=O)N3c4ccccc4CCc4ccccc43)n2)cc1 (configuration not stated)	4%	?	1	-1	2%	12µM*	?

Part of the list above in order of molar mass, low to high:
molecule	Tb PYK inh	Pf growth 48h	Cycloheximide cs	Shiga toxin inh	LmPK inhibitor	Pf growth 96h	HCV inh
Cc1ccc(-c2nnn(C(C)C(=O)N3c4ccccc4CCc4ccccc43)n2)cc1 (configuration not stated)	4%	?	1	-1	2%	12µM*	?
Cc1cc(NC(=O)CCC(=O)N(CCC(C)C)C(C(=O)NCC2CCCO2)c2ccccc2C)no1 (configuration not stated)	2%	?	-3	-3	-3%	2%	4%
CC1CCCCN1CCNC(=O)c1ccc2c(c1)N(Cc1cccc(Cl)c1)C(=O)c1ccccc1S2=O (configuration not stated)	-3%	2.9µM*	-4	-9	6%	2%	?

Later entries
molecule	Tb PYK inh	Pf growth 48h	Cycloheximide cs	Shiga toxin inh	LmPK inhibitor	Pf growth 96h	HCV inh
O=C(CCSc1ccccc1)Nc1nc2c(s1)COc1ccccc1-2	-14%	5%	-1	12	-5%	13%	-10%
O=C(COC(=O)c1cc(Cl)ccc1O)NCCNC(=O)COC(=O)c1cc(Cl)ccc1O	2%	9%	-1	2	-1%	15%	-22%
CC(Oc1ccc(Br)cc1)C(=O)N1CCc2ccccc21 (configuration not stated)	-20%	1.5µM*	7	45	6%	22%	5%
O=C(CNCC1CCCO1)Nc1ccccc1N1CCOCC1 (configuration not stated)	19%	40%[activator]	1	-3	-6%	?	12%
Cc1nn(-c2ccccc2)c(Cl)c1/C=C/C(=O)c1ccccc1	14%	.	19*	45	-2%	?	-11%
CCCc1nnc(NC(=O)CCC(=O)Nc2ccc(Br)cc2)s1	-8%	3%	1	-3	0%	1%	1%
O=C(CC(NCc1ccccn1)C(=O)O)Nc1ccccc1Cl (configuration not stated)	-12%	-19%	-1	-5	0%	20%	11%
COc1ccccc1NC(=O)C1C2CCCCC21 (configuration not stated)	1%	0%	1	38	2%	?	-6%
CN(CC(=O)N1CCN(c2cccc(Cl)c2)CC1)S(=O)(=O)c1cnc[nH]1	0%	10%	-4	-16	1%	?	28%
COc1cc(/C=C2\C(=N)N3N=CSC3=NC2=O)ccc1OS(=O)(=O)c1ccccc1	23%	1%	16*	18	-8%	?	9%
